CCR6 antag: CCR6 receptor antagonists, primary screen, cell-based, CHO-K1, luminescence, beta-arrestin, uHTS; C-C chemokine receptor type 6 (Homo sapiens), P51684; inhibition, % at 20 µM; CHO-K1 CCR6 PathHunter beta-arrestin, CCL20-stimulated; 340,000 tested, 0.49% active;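 active means compounds whose inhibition of the agonist-driven luminescence signal at 20 µM reaches about 50%, limit read from the data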;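 further: cells stimulated with CCL20 at 14 nM final; plate controls were DMSO with CCL20 for no effect and DMSO without agonist for full effect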
Target sequence (P51684 whole entry, looked up): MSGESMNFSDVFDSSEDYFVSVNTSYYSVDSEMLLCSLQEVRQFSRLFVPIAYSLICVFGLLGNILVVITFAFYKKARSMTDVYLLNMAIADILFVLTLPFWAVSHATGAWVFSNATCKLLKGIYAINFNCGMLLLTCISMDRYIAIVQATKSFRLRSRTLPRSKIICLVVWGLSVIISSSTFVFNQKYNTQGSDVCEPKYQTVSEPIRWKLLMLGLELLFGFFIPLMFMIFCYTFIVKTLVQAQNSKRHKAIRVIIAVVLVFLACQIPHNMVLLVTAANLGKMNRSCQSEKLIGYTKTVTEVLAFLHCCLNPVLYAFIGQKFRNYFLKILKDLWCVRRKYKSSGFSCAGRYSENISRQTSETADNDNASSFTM
SENP8 inh: SENP8 protease inhibitors, primary screen, biochemical, luminescence; purified SENP8, Z-RLRGG-aminoluciferin cleavage; Sentrin-specific protease 8 (Homo sapiens), Q96LD8; inhibition, % at 10 µM; 330,000 tested, 1.2% active
Target sequence (Q96LD8 whole entry, looked up): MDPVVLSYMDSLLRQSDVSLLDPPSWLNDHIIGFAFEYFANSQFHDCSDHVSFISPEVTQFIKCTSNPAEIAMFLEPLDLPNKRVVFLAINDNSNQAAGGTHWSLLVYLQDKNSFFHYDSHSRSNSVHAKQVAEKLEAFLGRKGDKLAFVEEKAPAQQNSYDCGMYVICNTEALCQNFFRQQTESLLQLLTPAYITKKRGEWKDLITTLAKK
697 NFkB inh: inhibitors of PMA/ionomycin-induced NF-kB reporter, 697 cells, primary screen, B-cell NF-kB inhibitor project, cell-based, luminescence, uHTS; 697 B-cell NF-kB luciferase reporter, 16 h; inhibition, % at 4 µM; AID 435022, 2010; 330,000 tested, 0.33% active; in the data active means inhibition above about 35%
EBI2 antag: EBI2 receptor antagonists, beta-arrestin recruitment, primary screen, cell-based, luminescence, 7a,25-OHC stimulation, uHTS | G-protein coupled receptor 183 (Homo sapiens), P32249 | 7a,25-OHC stimulated | inhibition, % at 5 µM | 360,000 tested, 0.81% active | AID 651636, 2012; in the data active means inhibition above about 38%;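 further: enzyme fragment complementation signal reports receptor beta-arrestin coupling in cells; 0% = agonist plus DMSO wells and 100% = wells without agonist; some results beyond the cut were filed as inactive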
Apaf-1 inh: inhibitors of human Apaf-1 apoptosome, primary screen, biochemical, DEVD-Rh110 fluorescence, uHTS; reconstituted apoptosome caspase-3 activity; inhibition, % at 20 µM; 330,000 tested, 0.71% active; AID 489030, 2010; active means inhibition of at least 40% at 20 µM;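 further: plate controls were DMSO wells for no effect and DEVD-CHO caspase inhibitor wells for full effect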
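Medium: Hepes buffer, pH 7.5 / System: biochemical Apaf-1 apoptosome reconstitution / Measured by: Rh110 fluorescence, excitation 480 nm, emission 540 nm / Times: compound with Apaf-1, dATP, procaspase-3 30 min, then 50 min reaction, room temperature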
Jurkat NFkB inh: inhibitors of induced NF-kB luciferase reporter, primary screen, TCR NF-kB activation inhibitor project, cell-based, luminescence, uHTS | Jurkat, PMA/ionomycin-induced NF-kB luciferase reporter | inhibition, % at 4 µM | 330,000 tested, 0.53% active | AID 435003, 2010
Gli-Sufu block: Gli-Sufu pathway antagonists, primary screen, luciferase luminescence, Sufu-KO-LIGHT cells, uHTS; 340,000 tested, 0.74% active; AID 588413, 2011; inhibition, % at 5 µM; Sufu-KO-LIGHT fibroblasts, Gli luciferase reporter luminescence;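 active means inhibition above about 55%, limit read from the data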;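 further: 0% = DMSO-treated cells and 100% = wells with medium but no cells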
UBC13 inh: UBC13 polyubiquitin chain formation inhibitors, primary screen, biochemical, TR-FRET, uHTS; inhibition, % at 20 µM; Ubiquitin-conjugating enzyme E2 N (Homo sapiens), P61088; 330,000 tested, 0.47% active; in the data active means inhibition above about 45%, passing the limit was not always enough
Target sequence (P61088 whole entry, looked up): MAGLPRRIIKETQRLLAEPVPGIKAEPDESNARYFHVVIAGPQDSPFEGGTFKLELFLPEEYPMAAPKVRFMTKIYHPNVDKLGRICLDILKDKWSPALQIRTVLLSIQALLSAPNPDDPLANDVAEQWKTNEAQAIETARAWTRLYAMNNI
An asterisk follows results filed as active. Unless noted, no stated cut-off is given here; in the data, active means inhibition above about 50%; inactive means the rest. The list is partial; the hit share may differ from the screen's.

molecule,CCR6 antag,SENP8 inh,697 NFkB inh,EBI2 antag,Apaf-1 inh,Jurkat NFkB inh,Gli-Sufu block,UBC13 inh
CCCCC1=NN(C(=O)c2cocc2C)C(O)(C(F)(F)F)C1 (stereo unspecified),10,10,9,7,-8,4,1,7
CCC(CO)Oc1cc(NC(=O)c2ccc(F)cc2)c2ncn(C(C)C)c2c1 (stereo unspecified),0,-3,7,8,3,-2,6,2
COc1ccc(NS(=O)(=O)c2ccc(N3CCOCC3)c(NC(=O)C(C)C)c2)cc1,-9,5,-25,15,-3,2,34,-2
O=C1OCCC1Sc1nc2ccccc2s1 (stereo unspecified),7,-4,21,0,1,9,1,-3
O=C(O)Cc1c(-c2ccccc2)c2cc(Cl)ccc2[nH]c1=O,-2,3,-4,0,-3,-1,9,0
Cc1nc2cc(NC(=O)CSc3nc4c(C)cccc4cc3C#N)ccc2s1,-1,-9,0,12,-4,-9,-29,2
O=C(O)c1cccc(NS(=O)(=O)c2cccc(C(=O)Nc3ccccc3[N+](=O)[O-])c2)c1,-5,9,-4,3,-6,3,0,-10
CC(Oc1ccccc1F)C(=O)Nc1ccc2ccccc2c1 (stereo unspecified),7,-1,-182,29,13,-67,-2,4
Cc1nc(NC(=O)COC(=O)CNC(=O)c2ccco2)c(Cl)cc1Cl,4,0,-3,0,2,-4,-3,3
COc1ccccc1N1CCN(C(=O)CCC(=O)N2CCN(c3ccccc3OC)CC2)CC1,-6,-14,4,1,7,7,0,-7
COC(=O)c1ccc(NC(=O)C(=O)N2CCN(C(=S)Nc3ccc(C)cc3)CC2)cc1,1,-2,-3,2,6,3,4,2
CCC(Sc1nc(-c2cccc(OC)c2)c(C#N)c(=O)[nH]1)C(=O)Nc1nnc(C(C)C)s1 (stereo unspecified),3,3,10,4,11,7,5,-1
Cc1noc(C(=O)Nc2sc3c(c2C#N)CCC3)c1Cl,24,15,-17,1,2,2,-6,-9
Cc1ccc(S(=O)(=O)Nc2ccc3c(c2)nc(CCN2CCN(c4ccccn4)CC2)n3C)cc1,9,-4,-11,-12,8,8,25,12
CC(=O)Oc1ccc(N2C(=O)CC(N3CCOCC3)C2=O)cc1 (stereo unspecified),-8,3,14,2,-23,-9,14,1
COCCCn1c(=O)/c(=C\c2ccccc2OC(F)F)s/c1=C(/C#N)C(=O)NC(C)C,2,6,-11,60*,0,-27,5,-3
CC(=O)C[C@@H](O)CC(=O)[C@H]1OC(=O)CCCCCCCCc2ccccc21,-7,-9,-20,-12,6,-6,17,-11
FC(F)(F)c1cc(-c2ccc3c(c2)OCO3)nc(NCc2ccco2)n1,16,-6,-18,20,20,-7,7,10
Cc1c(Cl)cccc1NC(=O)c1cccnc1,-5,-9,11,-1,-1,4,1,7
Cc1cc(C)c(C)c(S(=O)(=O)NCc2ccc(C(=O)N3CCN(C)CC3)cc2)c1C,-9,-1,-16,-1,11,-18,9,0
COc1cccc(CC2(CO)CCN(C(=O)NC3CCCCC3)CC2)c1,6,-4,5,8,-25,5,-5,10
Cn1cc(C[C@H](NC(=O)OC(C)(C)C)C(=O)N[C@@H](CO)Cc2ccccc2)c2ccccc21,7,7,13,-8,8,7,7,10
C=CCc1ccc(OCc2ccc(C(=O)OC)o2)c(OC)c1,7,-9,-103,2,12,-42,3,-8
CCCc1cc(=O)oc2c(C)c(OCC(=O)N3CCC(C(N)=O)CC3)ccc12,3,-2,12,-3,1,6,12,9
COc1ccc(NC(=O)CN(Cc2ccccc2)S(C)(=O)=O)cc1,2,2,12,-8,2,-3,1,6
O=C1CC(c2ccsc2)Sc2ccccc2N1 (stereo unspecified),2,-1,-1,-2,5,6,5,-2
CC(C)(CNCc1ccccc1)NS(=O)(=O)c1ccc(Cl)cc1,10,9,18,4,13,4,11,22
O=C(NCC(=O)N1CCC2(CC1)NCCc1[nH]cnc12)c1cccc(Cl)c1,10,5,16,-17,-10,7,6,6
CCOC(=O)N1CCN(C(=O)CSc2ccc(-c3ccccc3OC)nn2)CC1,2,0,-4,3,1,6,-1,4
CCCC(c1nnnn1Cc1ccc(OC)cc1)N1CCN(C(=O)c2ccco2)CC1 (stereo unspecified),5,1,18,-5,2,-5,0,-4
O=[N+]([O-])c1cccc(NC(=S)N2CCN(S(=O)(=O)c3ccccc3)CC2)c1,32,3,11,-8,15,22,3,4
O=S(=O)(NC1=NCCCCC1)c1ccc(Cl)cc1,-3,-3,11,-13,-10,0,-3,19
Cc1ccc(OCCNC(=O)CNC(=O)c2ccc(C)c(C)c2)cc1,-1,-11,-12,-3,14,2,-3,-4
COC(=O)c1c(C)[nH]c(C(=O)C(C)OC(=O)c2cnc(C)cn2)c1C (stereo unspecified),5,2,2,1,-7,-4,3,-3
Cc1ccc(NC(=O)CSc2nc3c(c(=O)[nH]2)CCC3)c(C)c1,7,1,21,-5,0,1,-9,3
CCCCS(=O)(=O)N1CCCC(C(=O)NCCc2ccccc2)C1 (stereo unspecified),6,-6,-7,-4,1,-10,1,-5
O=C(CSc1ccc(Cl)cc1)Nc1ccc(N2CCN(C(=O)c3ccc(Cl)cc3)CC2)cc1,-3,4,-3,28,-1,10,11,-4
CSCCC(NC(=O)c1cccc(C)c1)C(=O)NNC(=O)c1cccs1 (stereo unspecified),-7,-10,-11,4,0,0,5,-18
COC(=O)c1cn[nH]c1NC(=S)Nc1ccc(C)cc1Cl,10,-16,-413,-3,-1,-205,-49,9
COc1cc(C(C(=O)NC2CCCC2)N(Cc2ccco2)C(=O)c2snc(C(N)=O)c2N)cc(OC)c1OC (stereo unspecified),4,2,5,2,2,-13,-4,5
CCOC(=O)C1=C(C)N=c2s/c(=C/c3ccccc3)c(=O)n2C1c1ccc(OC)c(OC)c1 (stereo unspecified),23,-3,2,8,18,7,0,-9
CC(C)=CCC/C(C)=C/CNC(=O)CC1C[C@H](C(=O)N2CCOCC2)[C@@]2(C)c3[nH]c4ccccc4c3CCN2C1=O (stereo partly specified),1,2,0,7,31,22,29,29
CCCCOC(=O)/C(=C\c1ccc([N+](=O)[O-])o1)NC(=O)c1ccccc1,-17,-3,4,-7,18,2,-6,-2
CC(=O)N1CCSc2ccc(S(=O)(=O)NCCc3ccc(Cl)cc3)cc21,-4,-5,-33,8,14,4,4,1
CC(C)(C)c1ccc(OCC(O)CN2CCCC2)cc1 (stereo unspecified),-3,0,-3,-8,3,-23,4,4
C[C@H](CO)N1C[C@H](C)[C@@H](CN(C)Cc2ccc(Cl)c(Cl)c2)Oc2c(NC(=O)C3CC3)cccc2C1=O,17,-8,16,15,32,3,14,14
O=C(Nc1ccn(Cc2ccccc2)n1)c1n[nH]c([N+](=O)[O-])c1Cl,17,97*,-189,-4,11,-79,-54,-9
C[C@H](CO)N1C[C@H](C)[C@@H](CN(C)S(=O)(=O)c2ccc(F)cc2)Oc2c(NC(=O)NC3CCCCC3)cccc2C1=O,9,-8,24,7,21,8,-8,3
O=C(CCN1C(=O)COc2ccccc21)NCCCN1CCc2ccccc2C1,-2,2,16,-6,-8,-4,8,-1
CC(=O)NC(C)c1cc(Cl)c2cccnc2c1O (stereo unspecified),17,3,-3,-2,-9,-3,3,0

Other results
molecule,CCR6 antag,SENP8 inh,697 NFkB inh,EBI2 antag,Apaf-1 inh,Jurkat NFkB inh,Gli-Sufu block,UBC13 inh
CN(C)/C(CN1CCOCC1)=C1\N=C(c2ccccc2)OC1=O,2,-10,-15,-6,0,-7,-10,-14
CC(C)(CNC(=O)C1CCCC1)CNC(=O)C1CCCC1,6,2,6,1,-3,6,9,3
COc1ccc(NC(=S)N2CCN(C(=O)c3ccccc3)CC2)cc1,-6,-3,-6,9,-5,9,0,1
CN(C)CCNC(=O)C12CC3(C)CC(C)(CC(C)(C3)C1)C2,-9,5,9,-3,-14,1,9,4
Cc1oncc1-c1csc(-c2ccccc2)n1,3,-3,-66,4,9,-35,-15,-19
COc1ccc(CNC(=O)C2CC(c3cccc(OC)c3)=NO2)cc1 (stereo unspecified),7,-1,-7,-2,-2,6,2,-1
COCCNC(=O)COC(=O)c1[nH]c(C)c(C(C)=O)c1C,-4,-8,14,5,-3,0,3,3
CC(Sc1n[nH]c(-c2cccs2)n1)C(=O)Nc1ccc(C(N)=O)cc1 (stereo unspecified),4,6,18,-3,-12,4,-3,2
O=C(NCc1ccc(Cl)c(Cl)c1)c1ccc2c(c1)OCO2,11,-7,16,4,1,4,-13,10
O=C(CSc1nnc2c(n1)[nH]c1ccc(S(=O)(=O)N3CCOCC3)cc12)Nc1ccccc1Cl,-1,3,12,3,0,9,5,2
CCN(CC(=O)Nc1ccc2c(c1)OCCO2)Cc1cc(=O)oc2c(C)c(C)ccc12,5,-2,8,7,13,0,-5,21
CCN(CC)C(=O)CSc1nc(N)c(C(=O)Nc2ccc(OC)cc2)s1,6,-3,6,11,-1,11,-2,0
CSc1ccc(C(=O)C2CCCN(Cc3cccc4nccnc34)C2)cc1 (stereo unspecified),14,-7,-21,20,7,-10,7,2

Grouped by structure: those above with a cyano group.
molecule,CCR6 antag,SENP8 inh,697 NFkB inh,EBI2 antag,Apaf-1 inh,Jurkat NFkB inh,Gli-Sufu block,UBC13 inh
Cc1nc2cc(NC(=O)CSc3nc4c(C)cccc4cc3C#N)ccc2s1,-1,-9,0,12,-4,-9,-29,2
CCC(Sc1nc(-c2cccc(OC)c2)c(C#N)c(=O)[nH]1)C(=O)Nc1nnc(C(C)C)s1 (stereo unspecified),3,3,10,4,11,7,5,-1
Cc1noc(C(=O)Nc2sc3c(c2C#N)CCC3)c1Cl,24,15,-17,1,2,2,-6,-9
COCCCn1c(=O)/c(=C\c2ccccc2OC(F)F)s/c1=C(/C#N)C(=O)NC(C)C,2,6,-11,60*,0,-27,5,-3

Bioassay records: PubChem BioAssay, Sanford-Burnham Center for Chemical Genomics
